All columns: NCI-60 one-dose screen, growth in % after 48 h at 10 µM unless noted; 100 = growth as untreated, 0 = no growth, -100 = all killed.
CCRF-CEM: CCRF-CEM leukemia | 77,000 compounds, 7% hits | AID 1794778
HOP-62: HOP-62 NSCLC; 80,000 compounds, 3.9% hits
HOP-92: HOP-92 NSCLC cells. 71,000 compounds, 6.3% hits. AID 1794738
A549/ATCC: A549/ATCC NSCLC. 81,000 compounds, 3.7% hits. AID 1794740
M14: M14 melanoma; 80,000 compounds, 6.2% hits; AID 1794745
RPMI-8226: RPMI-8226 leukemia cells. AID 1794781. 77,000 compounds, 7.5% hits
EKVX: EKVX NSCLC | 71,000 compounds, 3% hits
MOLT-4: MOLT-4 leukemia cells. 80,000 compounds, 6.9% hits. AID 1794779
The depositor's hits bear a star; x = not tested or not shown. The calls were made as follows: active = growth percent below 10; inactive = the rest.

molecule | CCRF-CEM | HOP-62 | HOP-92 | A549/ATCC | M14 | RPMI-8226 | EKVX | MOLT-4
COC(=O)[C@]12CC[C@@H](C)[C@H](C)[C@@H]1C1=CC[C@@H]3[C@@]4(C)CC(=O)[C@H](OC(=O)c5ccco5)[C@@]5(C)COC(=C45)C[C@@]3(C)[C@]1(C)CC2 | 25 | 34 | 61 | 25 | 22 | 24 | 36 | 24
N#Cc1nn(-c2cc(=O)[nH]c3ccc(Cl)cc23)c(N)c1C#N | -16* | 87 | -80* | 98 | 94 | -25* | 94 | -3.9*
S=C(Nc1ccccc1)N1CCN(c2ncnc3c2cnn3-c2ccccc2)CC1 | 103 | 95 | 95 | 106 | 105 | 99 | 95 | 108
Cn1cc(-c2nc(-c3c[nH]c4c(Cl)nccc34)cs2)c2cc(F)ccc21 | 98 | 88 | 98 | 75 | 100 | 90 | 94 | x
Cc1ccc2nsnc2c1NC(=O)Cn1c(-c2nonc2N)nc2ccccc21 | 99 | 117 | 90 | 93 | 111 | 103 | x | 97
O=C1NC(=O)[C@@H](c2cn3c4c(cccc24)CCC3)[C@@H]1c1c[nH]c2ccccc12 | 21 | 5.2* | 31 | 6.2* | 8.1* | 23 | 31 | 19
COc1ccc(-n2c(NC(=O)N3CCOCC3)c(C#N)c3ccc(F)cc32)cc1 | 101 | 97 | 103 | 98 | 97 | 95 | 98 | 92
CCCCCn1c(C)cc(/C=C\c2ccc3cc(C)ccc3[n+]2C)c1C | -13* | -59* | -64* | -84* | -71* | -44* | -48* | 7.0*
COC(=O)c1nc(N)nc(C(=O)OC)c1C(=O)c1c(C)[nH]c2ccccc12 | 101 | 101 | 118 | 110 | 110 | 104 | 104 | 101
CN(C)C=Nc1c(I)cc(I)c(CCC(=O)O)c1I | 105 | 110 | 122 | 97 | 115 | 109 | 123 | 95
Cc1cc(N=Nc2ccc(N=Nc3ccc(O)c(C(=O)O)c3)cc2)c(N)cc1N | 98 | 88 | 93 | 93 | 99 | 96 | 96 | 109
O=C(O)CC1=CCCCC1 | 97 | 98 | 83 | 98 | 96 | 97 | 98 | 98
CC[C@@H](C)/C=C(C)/C=C/C(O)=C1\C(=O)N[C@@H]([C@H](O)c2ccc(OC(=O)[C@@]34CC[C@@](C)(C(=O)O3)C4(C)C)cc2)C1=O | 85 | 108 | 89 | 99 | 98 | x | 105 | 92
CC(=O)Nc1ccc(/C=C2\C(=O)NC(=S)N2/C=C(\C#N)c2ccc([N+](=O)[O-])cc2)cc1 | 94 | 103 | 99 | 78 | 101 | 95 | 108 | 99
NC(N)=NC(=S)Nc1ccc(Cl)cc1 | 96 | 99 | 63 | 100 | 101 | 90 | 96 | 105

Remaining list, next part.
molecule | CCRF-CEM | HOP-62 | HOP-92 | A549/ATCC | M14 | RPMI-8226 | EKVX | MOLT-4
CC12CCC3C(CCC4=C(O)C(=S)CCC43C)C1CCC2=S (centres undefined) | 93 | 102 | 83 | 103 | 102 | 58 | 66 | 115
N#Cc1c(NC(=O)c2ccc([N+](=O)[O-])o2)[n+]([O-])c2cc(F)c(F)cc2[n+]1[O-] | 100 | 123 | 97 | 116 | 112 | 111 | 149 | 120
O/N=C1/CCSc2ccccc21 | 95 | 89 | 83 | 95 | 98 | 95 | x | 90
COc1ccc(C2=NN(C(=O)c3cc(OC)c(OC)c(OC)c3)C(c3ccc(N(C)C)cc3)C2)cc1 (centres undefined) | 27 | 54 | 22 | 30 | 2.0* | -28* | 36 | 19
COc1ccc(Nc2n[nH]c(N)c2C(=O)Nc2ccc(C)cc2)c(OC)c1 | 99 | 77 | 61 | 88 | 85 | 101 | 85 | 77
Cc1ccc(-c2ccnc3c(C#N)c(Nc4ccccc4)nn23)cc1 | 117 | 105 | 96 | 106 | 117 | 109 | 104 | 115
O=C(Nc1nc2cccc(-c3ccc(CN4CCS(=O)(=O)CC4)cc3)n2n1)C1CC1 | 31 | 57 | 96 | 60 | 91 | 62 | 106 | 41
Clc1nccc2c(-c3csc(-c4c[nH]c5ccc(Br)cc45)n3)c[nH]c12 | 20 | 7.8* | 6.8* | 15 | -34* | 45 | 42 | 22
CCOC(=O)c1c2c(c(C)n1C)-c1[nH]c(=O)ncc1CC2 | 92 | 70 | x | 98 | 94 | 73 | 93 | 86
N#CC1=C(N)Oc2c(c(=O)[nH]c3ccc(Cl)cc23)C12C(=O)Nc1ccccc12 (centres undefined) | 102 | 86 | 101 | 86 | 94 | 97 | 99 | 103
C=CCNC(=S)NNC(=S)N/N=C/c1cc(OC)c(OC)c(OC)c1 | 93 | 95 | 94 | 103 | 98 | 74 | 86 | 85
C#C[C@]1(O)CCC2C3CCc4cc(O)ccc4C3CC[C@@]21C (some centres undefined) | 39 | 35 | 75 | x | 20 | 28 | 32 | 23
COc1ccc(-c2nc3sccn3c2-c2nc3ccc(Cl)cc3[nH]2)cc1 | 94 | 115 | 92 | 92 | 105 | 93 | 98 | 92

Sorted by formula weight (low to high): part of the list above.
molecule | CCRF-CEM | HOP-62 | HOP-92 | A549/ATCC | M14 | RPMI-8226 | EKVX | MOLT-4
Cc1ccc(-c2ccnc3c(C#N)c(Nc4ccccc4)nn23)cc1 | 117 | 105 | 96 | 106 | 117 | 109 | 104 | 115
COc1ccc(Nc2n[nH]c(N)c2C(=O)Nc2ccc(C)cc2)c(OC)c1 | 99 | 77 | 61 | 88 | 85 | 101 | 85 | 77
COC(=O)c1nc(N)nc(C(=O)OC)c1C(=O)c1c(C)[nH]c2ccccc12 | 101 | 101 | 118 | 110 | 110 | 104 | 104 | 101
N#Cc1c(NC(=O)c2ccc([N+](=O)[O-])o2)[n+]([O-])c2cc(F)c(F)cc2[n+]1[O-] | 100 | 123 | 97 | 116 | 112 | 111 | 149 | 120
Cn1cc(-c2nc(-c3c[nH]c4c(Cl)nccc34)cs2)c2cc(F)ccc21 | 98 | 88 | 98 | 75 | 100 | 90 | 94 | x
Cc1cc(N=Nc2ccc(N=Nc3ccc(O)c(C(=O)O)c3)cc2)c(N)cc1N | 98 | 88 | 93 | 93 | 99 | 96 | 96 | 109
N#CC1=C(N)Oc2c(c(=O)[nH]c3ccc(Cl)cc23)C12C(=O)Nc1ccccc12 (centres undefined) | 102 | 86 | 101 | 86 | 94 | 97 | 99 | 103
COc1ccc(-n2c(NC(=O)N3CCOCC3)c(C#N)c3ccc(F)cc32)cc1 | 101 | 97 | 103 | 98 | 97 | 95 | 98 | 92
Cc1ccc2nsnc2c1NC(=O)Cn1c(-c2nonc2N)nc2ccccc21 | 99 | 117 | 90 | 93 | 111 | 103 | x | 97
CC(=O)Nc1ccc(/C=C2\C(=O)NC(=S)N2/C=C(\C#N)c2ccc([N+](=O)[O-])cc2)cc1 | 94 | 103 | 99 | 78 | 101 | 95 | 108 | 99
CN(C)C=Nc1c(I)cc(I)c(CCC(=O)O)c1I | 105 | 110 | 122 | 97 | 115 | 109 | 123 | 95

High-throughput results: PubChem BioAssay, NCI
